Assay outcomes as filed in PubChem BioAssay.
PvdQ inh: P. aeruginosa PvdQ acylase inhibition; 340,000 compounds, 0.063% hits; AID 488965; inhibition, % at 10 µM; purified PvdQ acylase, fluorescence plate reader; in the data active = inhibition above about 30%, passing the limit was not always enough;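 also: 0% = vehicle neutral wells and 100% = reference inhibitor wells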
CAL PDZ FP: inhibitors of human CAL PDZ peptide binding; AID 504414; Q9HD26; 330,000 compounds, 0.02% hits; purified CAL PDZ, TMR-peptide fluorescence polarization, 1 h; inhibition, % at 20 µM;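 active = highest replicate inhibition of at least 40%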;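 also: plate controls were DMSO neutral control wells for no effect and unlabeled competitor peptide control wells for full effect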
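Test system: tagged CAL PDZ domain / Buffer or medium: sodium phosphate/NaCl buffer pH 7.4 with TCEP, IgG, Thesit / Reagent: TMR-labelled reporter peptide T*-PRC34 bound in PDZ groove / Compound dosing: single point, 20 µM / Schedule: 1 h incubation at room temperature before polarization reading / Technique: fluorescence polarization (mP) / Benchmarks: unlabelled peptide, DMSO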
Rtt109 HAT inh: inhibitors of Candida albicans Rtt109/Vps75 histone acetyltransferase | 330,000 compounds, 0.16% hits | Q5AAJ8 | inhibition, % at 34.9 µM | purified Rtt109/Vps75, ThioGlo CoA-SH fluorescence, 4 h;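 active = inhibition of at least 50% in every replicate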
Target sequence (Q5AAJ8 whole entry, looked up): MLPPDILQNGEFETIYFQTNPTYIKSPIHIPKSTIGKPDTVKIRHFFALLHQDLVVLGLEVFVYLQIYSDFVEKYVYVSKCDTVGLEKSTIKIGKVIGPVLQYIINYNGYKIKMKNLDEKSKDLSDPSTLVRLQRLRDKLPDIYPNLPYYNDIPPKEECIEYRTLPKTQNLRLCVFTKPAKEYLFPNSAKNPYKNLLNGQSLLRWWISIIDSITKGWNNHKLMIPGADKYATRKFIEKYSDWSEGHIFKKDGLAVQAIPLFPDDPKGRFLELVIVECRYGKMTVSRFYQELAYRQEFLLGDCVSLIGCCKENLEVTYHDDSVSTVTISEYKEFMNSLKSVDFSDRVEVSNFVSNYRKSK
Ecoli viability: bacterial growth inhibition, counter-screen for AddAB inhibitors; inhibition, % at 11.9 µM; 330,000 compounds, 0.27% hits; E. coli V3065 growth, OD600 absorbance, 18 h;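 active = inhibition above the campaign's mean inhibition across all tested compounds plus 3 SD, cut at about 9.9% in these data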;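 also: uninfected addAB+ strain grown without phage in ampicillin broth; 0% = DMSO wells and 100% = ciprofloxacin 0.95 µg/ml wells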
AddAB inh: less growth of phage-infected E. coli with AddAB. E. coli expressing H. pylori AddAB, absorbance growth. inhibition, % at 11.9 µM. 330,000 compounds, 0.29% hits; in the data active = inhibition above about 12%;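 also: 0% = vehicle wells of infected cells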
PfHsp90 set2: inhibits growth of yeast expressing Plasmodium falciparum Hsp90; AID 504621; inhibition, % at 9.4 µM; S. cerevisiae expressing PfHsp90, BacTiter-Glo ATP, 48 h; yeast lacking PDR1 and PDR3 efflux regulators; 310,000 compounds, 0.32% hits;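 active = every replicate shows inhibition above about 80%, whatever the replicate mean, limit read from the data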;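 also: 0% = DMSO neutral controls and 100% = 20 µM radicicol positive controls; yeast relying on Plasmodium falciparum Hsp90 in place of its own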
Tat export inh: blocks Tat-dependent protein export in E. coli; inhibition, % at 10 µM; 340,000 compounds, 0.036% hits; AID 488895; E. coli MC4100 TorA-mCherry Tat export, fluorescence;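 active = mean replicate inhibition at least 50% and at least half of replicates individually reaching 50%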;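 also: exported cargo escapes ClpAP degradation while cytoplasmic cargo is degraded and loses fluorescence; 0% = median of neutral control wells and 100% = median of NaSCN control wells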
phage Ecoli inh: E. coli growth loss with phage present | growth absorbance | inhibition, % at 11.9 µM | 360,000 compounds, 0.26% hits | AID 651602; in the data active = inhibition above about 11%
DAGLB inhibitor: blocks human DAGLB lipase activity. inhibition, % at 5.17 µM. 340,000 compounds, 0.059% hits. AID 504411. HEK293T DAGLB membrane lysate, EnzChek fluorogenic substrate. Q8NCG7; in the data active = inhibition above about 34%;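 also: 0% = enzyme with vehicle and 100% = wells lacking enzyme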
Target sequence (Q8NCG7 whole entry, looked up): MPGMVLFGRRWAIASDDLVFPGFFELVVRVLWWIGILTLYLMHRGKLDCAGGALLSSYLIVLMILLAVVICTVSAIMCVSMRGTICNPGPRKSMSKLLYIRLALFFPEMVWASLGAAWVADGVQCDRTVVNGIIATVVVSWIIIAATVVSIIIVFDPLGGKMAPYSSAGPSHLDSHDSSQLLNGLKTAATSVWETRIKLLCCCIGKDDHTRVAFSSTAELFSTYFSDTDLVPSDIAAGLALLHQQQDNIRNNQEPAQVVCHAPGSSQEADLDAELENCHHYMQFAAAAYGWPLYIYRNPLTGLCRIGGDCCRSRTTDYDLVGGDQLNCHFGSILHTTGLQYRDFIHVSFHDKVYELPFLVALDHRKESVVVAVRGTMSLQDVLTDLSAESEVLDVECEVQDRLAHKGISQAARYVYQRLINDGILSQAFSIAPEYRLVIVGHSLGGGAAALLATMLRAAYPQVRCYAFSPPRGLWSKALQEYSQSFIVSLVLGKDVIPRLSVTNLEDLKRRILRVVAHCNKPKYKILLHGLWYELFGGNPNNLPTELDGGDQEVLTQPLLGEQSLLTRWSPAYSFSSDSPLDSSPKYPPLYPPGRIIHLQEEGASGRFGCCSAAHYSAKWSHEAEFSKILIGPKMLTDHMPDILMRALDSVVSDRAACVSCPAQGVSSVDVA
Wnt bcat act: Wnt/beta-catenin pathway activation. Wnt/beta-catenin reporter cell assay, activator, plate reader. activation, % at 9.35 µM. 300,000 compounds, 1.2% hits; in the data active = activation above about 30%, passing the limit was not always enough;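 also: 0% = neutral control wells and 100% = positive control wells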
* = called active by the depositor.

O=C(CN1CCN(S(=O)(=O)c2ccc(F)c(Cl)c2)CC1)N1CCNC1=O was read as PvdQ inh -8.7, CAL PDZ FP 0.1, Rtt109 HAT inh -7.6, Ecoli viability -1.1, AddAB inh -1.8, PfHsp90 set2 -8.2, Tat export inh 4.3, phage Ecoli inh 2.7, DAGLB inhibitor 0.8 and Wnt bcat act 8.6.
For Cc1cc(NC(=O)CCC(=O)N(Cc2cccs2)C(C)(C)C(=O)NC2CCCCC2)no1 the results were PvdQ inh 0.1, CAL PDZ FP -1.4, Rtt109 HAT inh 1.4, Ecoli viability -1.6, AddAB inh 1.7, PfHsp90 set2 -17.0, Tat export inh 4.5, phage Ecoli inh -0.8, DAGLB inhibitor 0.8 and Wnt bcat act -1.0.
COc1ccc(NC(=S)N2CCC(C(=O)N3CCCCCC3)CC2)cc1 was read as PvdQ inh -9.9, CAL PDZ FP -2.4, Rtt109 HAT inh 2.1, Ecoli viability 1.8, AddAB inh 1.0, PfHsp90 set2 -21.0, Tat export inh 4.4, phage Ecoli inh 1.8, DAGLB inhibitor -1.2 and Wnt bcat act -3.1.
Screening CCOC(=O)c1cc(C#N)c(N2CCN(C(=O)c3cccc(C(F)(F)F)c3)CC2)nc1C(F)(F)F returned PvdQ inh -2.1, CAL PDZ FP -1.8, Rtt109 HAT inh 1.9, Ecoli viability -0.3, AddAB inh 0.2, PfHsp90 set2 -3.8, Tat export inh 25.3, phage Ecoli inh 2.2, DAGLB inhibitor -10.9 and Wnt bcat act -1.1.
Screening O=C(O)c1ccccc1C(=O)c1ccc(-c2ccccc2)cc1 returned PvdQ inh -8.7, Rtt109 HAT inh -7.1, Ecoli viability -0.1, AddAB inh 1.3, PfHsp90 set2 -0.7, Tat export inh -2.4, phage Ecoli inh -0.2, DAGLB inhibitor 3.0 and Wnt bcat act 2.0.
Screening O=C(CSc1ccsc1[N+](=O)[O-])Nc1cc(F)ccc1F returned PvdQ inh 3.8, CAL PDZ FP -0.9, Rtt109 HAT inh 4.3, PfHsp90 set2 -13.5, Tat export inh -6.1, phage Ecoli inh 3.4, DAGLB inhibitor -3.2 and Wnt bcat act 10.1.
For CC(Oc1ccccc1F)c1nnc(SCC(=O)N(c2ccccc2)C2CCS(=O)(=O)C2)o1 (stereo unspecified) the results were PvdQ inh -13.3, CAL PDZ FP 0.4, Rtt109 HAT inh 8.5, Ecoli viability -0.7, AddAB inh -1.0, PfHsp90 set2 -6.7, Tat export inh -2.8, phage Ecoli inh 2.7, DAGLB inhibitor -2.4 and Wnt bcat act 4.2.
O=C1c2ccncc2C(=O)N1Cc1cccc(Cl)c1 was read as PvdQ inh -4.7, CAL PDZ FP -0.9, Rtt109 HAT inh 14.7, Ecoli viability -1.1, AddAB inh 0.7, Tat export inh 3.5, phage Ecoli inh 2.1 and DAGLB inhibitor -1.0.
`c1ccc(-n2nnc(-c3nccs3)n2)cc1` gave PvdQ inh -16.0, CAL PDZ FP 0.6, Rtt109 HAT inh 1.0, Ecoli viability -1.0, AddAB inh 0.5, PfHsp90 set2 -16.6, Tat export inh -4.7, phage Ecoli inh 2.8, DAGLB inhibitor 2.5 and Wnt bcat act 40.0*.
Cc1ccc(NS(=O)(=O)c2ccc3c(c2)n(C)c(=O)n3C)cc1C was read as PvdQ inh -1.5, CAL PDZ FP -1.6, Rtt109 HAT inh 3.7, Ecoli viability 0.2, AddAB inh 2.1, PfHsp90 set2 -4.9, Tat export inh -5.4, phage Ecoli inh -3.2, DAGLB inhibitor -0.9 and Wnt bcat act 1.2.
`O=C(Cn1[nH]c(=O)c2ccccc2c1=O)NCc1cccnc1` gave PvdQ inh -15.2, CAL PDZ FP 0.7, Ecoli viability 1.5, AddAB inh -2.0, PfHsp90 set2 24.7, Tat export inh -3.6, phage Ecoli inh 2.1, DAGLB inhibitor -1.2 and Wnt bcat act 3.2.
Screening CC(=O)Nc1nc(-c2ccccc2)nc(C)c1C(C)=O returned PvdQ inh -10.9, Rtt109 HAT inh -2.3, Ecoli viability 1.1, AddAB inh -1.4, PfHsp90 set2 -32.1, Tat export inh 11.3, phage Ecoli inh 1.5 and DAGLB inhibitor -2.1.
`Cc1ccc(C(=O)OCC(=O)NCCc2ccccc2)cc1C` gave PvdQ inh -10.0, CAL PDZ FP 0.9, Rtt109 HAT inh -3.4, Ecoli viability -1.0, AddAB inh 0.4, PfHsp90 set2 4.0, Tat export inh 12.8, phage Ecoli inh 2.1, DAGLB inhibitor -5.5 and Wnt bcat act -1.1.
Cc1cc(C)n(C(=O)c2ccc([N+](=O)[O-])cc2N)n1 was read as PvdQ inh -3.9, CAL PDZ FP 0.6, Rtt109 HAT inh -9.7, Ecoli viability -4.8, AddAB inh -2.6, PfHsp90 set2 -13.0, Tat export inh -5.3, phage Ecoli inh 4.3, DAGLB inhibitor 0.1 and Wnt bcat act -0.9.
For O=C(CCNS(=O)(=O)c1ccccc1C(F)(F)F)N1CCN(C(c2ccccc2)c2ccccc2)CC1 the results were PvdQ inh -3.5, CAL PDZ FP -1.2, Rtt109 HAT inh -4.7, Ecoli viability 0.6, AddAB inh 5.2, PfHsp90 set2 4.9, Tat export inh 7.7, phage Ecoli inh 4.1, DAGLB inhibitor -5.8 and Wnt bcat act -8.2.
`CC(=O)c1cccc(S(=O)(=O)N(Cc2cc3cc4c(cc3[nH]c2=O)OCCO4)CC2CCCO2)c1` (stereo unspecified) gave PvdQ inh -14.6, CAL PDZ FP -0.5, Rtt109 HAT inh -0.6, Ecoli viability -0.7, AddAB inh -0.1, PfHsp90 set2 -8.0, Tat export inh -6.9, phage Ecoli inh -1.1, DAGLB inhibitor -0.7 and Wnt bcat act 0.1.
`Cc1cc(C(=O)N2CCN(c3ccc([N+](=O)[O-])cc3)CC2)n[nH]1` gave PvdQ inh -5.0, CAL PDZ FP -1.8, Rtt109 HAT inh 4.2, Ecoli viability 1.0, AddAB inh 3.2, PfHsp90 set2 -3.6, Tat export inh -0.7, phage Ecoli inh -1.2, DAGLB inhibitor 0.8 and Wnt bcat act -0.6.
`O=S(=O)(Nc1ccc(C(F)(F)F)cn1)c1ccccc1` gave PvdQ inh 8.7, CAL PDZ FP 0.5, Rtt109 HAT inh -5.0, Ecoli viability 1.4, AddAB inh -0.4, PfHsp90 set2 -5.5, Tat export inh -4.7, phage Ecoli inh 1.9, DAGLB inhibitor 2.3 and Wnt bcat act 6.7.
CCc1ccccc1NC(=O)COC(=O)C1CC(=O)N(c2ccc(F)cc2)C1 (stereo unspecified) was read as PvdQ inh 28.8, CAL PDZ FP -1.3, Rtt109 HAT inh -3.2, Ecoli viability -0.5, AddAB inh 2.1, PfHsp90 set2 14.9, Tat export inh -0.8, phage Ecoli inh 3.7, DAGLB inhibitor -0.6 and Wnt bcat act -1.9.
For Nc1ncc(-n2cncn2)c(-c2ccccc2)n1 the results were PvdQ inh -13.6, CAL PDZ FP 0.6, Rtt109 HAT inh -8.7, Ecoli viability 2.4, AddAB inh 1.2, PfHsp90 set2 13.3, Tat export inh 4.2, phage Ecoli inh 1.2, DAGLB inhibitor 0.3 and Wnt bcat act -0.9.
`CC(C)c1ccc(NC(=O)CN2C(=O)NC3(CCCC3)C2=O)cc1` gave PvdQ inh -10.7, CAL PDZ FP -2.0, Rtt109 HAT inh 6.9, Ecoli viability -1.9, AddAB inh 1.6, PfHsp90 set2 -16.2, Tat export inh 0.7, phage Ecoli inh 3.5, DAGLB inhibitor 0.1 and Wnt bcat act -1.0.
Screening Cc1cccc(C(=O)NC(C)C(c2cccs2)N2CCOCC2)c1 (stereo unspecified) returned PvdQ inh -18.6, CAL PDZ FP 5.8, Rtt109 HAT inh -11.9, Ecoli viability -0.6, AddAB inh -0.3, PfHsp90 set2 19.8, Tat export inh 6.9, phage Ecoli inh 6.3, DAGLB inhibitor -0.7 and Wnt bcat act 0.3.
Screening Cc1ccccc1NC(=O)OCc1cn(-c2ccc(Cl)cc2)nn1 returned PvdQ inh -3.5, CAL PDZ FP 0.8, Rtt109 HAT inh 11.6, Ecoli viability -2.1, AddAB inh -0.7, PfHsp90 set2 11.0, Tat export inh -10.9, phage Ecoli inh 1.7 and DAGLB inhibitor -4.3.
For CC(C)(C)c1ccccc1OCC(=O)NCCC(=O)O the results were PvdQ inh -6.7, CAL PDZ FP 0.7, Rtt109 HAT inh -1.5, Ecoli viability -0.2, AddAB inh 0.7, PfHsp90 set2 -15.1, Tat export inh 0.8, phage Ecoli inh 2.7 and DAGLB inhibitor 0.2.
`Cc1ccc(NC(=O)COC(=O)C2CCN(c3ccc(C(F)(F)F)cn3)CC2)cc1C` gave PvdQ inh -7.3, CAL PDZ FP -2.5, Rtt109 HAT inh 1.6, Ecoli viability 52.5*, AddAB inh 96.1*, Tat export inh 9.4, phage Ecoli inh 6.2, DAGLB inhibitor 4.3 and Wnt bcat act 0.9.
For CCN[C@H]1C[C@H](C)S(=O)(=O)c2sc(S(N)(=O)=O)cc21 the results were PvdQ inh -5.7, CAL PDZ FP -0.4, Rtt109 HAT inh -1.4, Ecoli viability -1.8, AddAB inh -2.7, PfHsp90 set2 -7.9, Tat export inh -1.3, phage Ecoli inh 3.2, DAGLB inhibitor 1.8 and Wnt bcat act 0.5.
Screening COc1ccccc1/C=N/NC(=O)CSc1cc(C)nc2ccccc12 returned PvdQ inh -18.3, CAL PDZ FP -2.4, Rtt109 HAT inh 4.8, Ecoli viability -1.3, AddAB inh -0.7, PfHsp90 set2 3.0, Tat export inh 0.0, phage Ecoli inh 2.6, DAGLB inhibitor -0.3 and Wnt bcat act -1.5.
CS(=O)(=O)N(CC(=O)N1CCCCCC1)c1cccc(Cl)c1Cl was read as PvdQ inh -5.0, CAL PDZ FP -2.4, Rtt109 HAT inh 2.3, Ecoli viability 1.2, AddAB inh 2.3, PfHsp90 set2 10.6, Tat export inh -6.3, phage Ecoli inh 2.5, DAGLB inhibitor 0.0 and Wnt bcat act -1.3.
Screening CN(C(=O)COc1ccc(Br)cc1Cl)C1CCCCC1 returned PvdQ inh -15.1, CAL PDZ FP -1.0, Rtt109 HAT inh 3.1, Ecoli viability 2.1, AddAB inh 2.5, PfHsp90 set2 -12.0, Tat export inh 11.4, phage Ecoli inh 1.9, DAGLB inhibitor -2.4 and Wnt bcat act 13.9.
Screening CCOc1ccc(N2CC(C(=O)Nc3ccc(S(=O)(=O)N4CCCCC4)cc3)CC2=O)cc1 (stereo unspecified) returned PvdQ inh -8.2, CAL PDZ FP -4.4, Rtt109 HAT inh -5.1, Ecoli viability -1.8, AddAB inh 0.9, Tat export inh 10.5, phage Ecoli inh 4.3, DAGLB inhibitor -2.4 and Wnt bcat act -2.7.
CC(C)C[C@H](NC(=O)c1nc[nH]c1C(=O)NC1CCNCC1)C(=O)OC(C)(C)C was read as PvdQ inh -8.5, CAL PDZ FP -1.3, Rtt109 HAT inh 4.4, Ecoli viability -0.5, AddAB inh 2.1, PfHsp90 set2 4.2, Tat export inh 1.1, phage Ecoli inh 0.9, DAGLB inhibitor 0.2 and Wnt bcat act 0.0.

This is a random part of the collection; any-hit rate near 1.9%.
